sdo1 growth – restores growth of sdo1-depleted yeast; S. cerevisiae sdo1-depleted JHY4D growth rescue, OD600 30 h; active compounds read high; pdr5 snq2 efflux-pump mutant strain; 0.21% of 140,000 active; z-score at 10 µM;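 active means z-score above 3 at both the 24 hr and the 30 hr optical density reads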;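 further: z-score against mean and SD of all compound wells on the same plate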
INS promoter inh – TRM-6 insulin promoter activity inhibition. 0.9% of 130,000 active. TRM-6 cells (human fetal islet line), insulin promoter-eGFP reporter, imaging; reporter expression induced with tamoxifen. inhibition, % at 2 µM;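 active means inhibition above the mean plus 3 SD, with well images judged a real hit on visual review, cut at about 60% in these data, passing the limit was not always enough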
sdo1 growth Rescue 24 h – also measured in sdo1 growth; calls as there; z-score; S. cerevisiae sdo1-depleted JHY4D growth rescue, OD600; measured here: growth rescue at 24 h;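 0 is the plate mean of compound wells and units are plate SD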
* hit, by the source's call; . = not tested or not shown.

Each structure is followed by: sdo1 growth	sdo1 growth Rescue 24 h	INS promoter inh
O=S(=O)(c1cccc(S(=O)(=O)N2CCC(Cc3ccccc3)CC2)c1)N1CCOCC1
    -1.1	-0.79	-3
O=C(Nc1ccc(N2CCCC2)c(Cl)c1)c1cccnc1
    0.9	0.93	25
COc1ccc(C(C)=O)cc1COC(=O)c1cc(C)oc1C
    -0.5	-0.23	-50
COc1ccccc1N(CN1CCCC1=O)C(=O)COc1ccccc1
    1.9	1.9	.
COc1cc([N+](=O)[O-])cc(/C=N/NC(=O)c2ccc(C)nc2)c1O
    0.37	-0.44	.
COC(=O)c1ccc2c(c1)C(=O)/C(=C/c1ccc(C)cc1)O2
    0.74	0.44	-12
Cc1cccc(Oc2cnn(C(C)(C)C)c(=O)c2Cl)c1
    -1.1	-0.48	19
CCOC(=O)N1CCN(c2c(NCCCOC(C)C)c(=O)c2=O)CC1
    0.53	0.35	14
COc1ccc(-c2nnn(CC(=O)N(Cc3ccco3)C(C(=O)NCC3CCCO3)c3ccco3)n2)cc1 (stereo not given)
    0.14	-0.92	.
COc1ccccc1CC(=O)Nc1ccc2nc(C)sc2c1
    0.64	0.56	.
COc1cc2c(cc1OC)CC(=O)N(C)CC2
    1.1	0.32	0
CCCc1cn(S(=O)(=O)c2ccc(OC)cc2OC)nc1N
    1.4	1.3	67
CN(C(=S)NC(=O)c1ccccc1Br)C1CCCCC1
    -1.3	-1	-223
CC(=O)C1=C(C)N(Cc2ccccc2)C(=O)N[C@H]1c1cccs1
    0.19	-0.06	-35
Cc1cc(C)n(-c2nc3c(c(=O)n(C)c(=O)n3C)n2CC(O)COc2ccccc2C)n1 (stereo not given)
    .	.	77*
Cc1cccc2cc(COC(=O)c3ccco3)c(=O)[nH]c12
    0.71	0.26	.
CCN(CC)S(=O)(=O)c1cc(NS(=O)(=O)c2cccc(Cl)c2)ccc1C
    -0.52	0.05	-74
COc1ccc(Cl)cc1S(=O)(=O)N1CCN(C(=O)c2ccco2)CC1
    0.71	0.11	-27
Cc1nc(NC(=O)/C=C/c2ccccc2)sc1C(=O)N1CCCCC1
    .	.	-13
Nc1cc(C(=O)OCC(=O)NCc2ccco2)ccc1Cl
    0.18	-0.12	9
COCc1cc(Sc2ccc(Br)cc2)nc(-c2ccccc2)n1
    -0.26	-0.7	-38
Cc1cccc(NC(=S)NC2CCCCCC2)c1C
    -0.77	-0.72	3
COc1ccc(CCN2C(=O)C3C4CC(C5C(C(N)=O)=NOC45)C3C2=O)cc1OC (stereo not given)
    0.3	-0.04	13
C=C(C)C(=O)Nc1nnc(-c2cccs2)s1
    0.45	0.46	45
Cc1ccc(S(=O)(=O)NC(CN2CCOCC2)=NCCNS(=O)(=O)c2ccccc2)cc1
    0.67	0.5	31
COC(=O)c1ccc2c(=O)n(CCCCCC(=O)O)c(=S)[nH]c2c1
    0.06	-0.78	36
CCOC(=O)C1CCCN(S(=O)(=O)c2ccc(Br)c(OC)c2)C1 (stereo not given)
    0.15	0.39	-22
O=C(Nc1nc2ccccc2s1)c1ccc(N2CCCCC2)c([N+](=O)[O-])c1
    -0.76	-1	.
Cc1[nH]c2ccccc2c1C(=O)COC(=O)Cn1c(C(F)(F)F)nc2ccccc21
    -0.58	-0.2	7
O=C(O)C1Nc2c(O)cccc2C2C=CCC12 (stereo not given)
    0.11	1.2	.
Cc1cc(C(F)(F)F)n(-c2nc(C(=O)NNS(=O)(=O)c3ccccc3)cs2)n1
    -0.48	-0.07	-36
CCOC(=O)c1c(-c2ccccc2)c(C(C)=O)c(=O)n(C)c1C
    1.1	0.78	.
CCn1nnnc1-c1ccc(OC)c(S(=O)(=O)N2CCCCC2)c1
    0.58	0.46	.
Cc1ccc(CS(=O)(=O)CCC(=O)NCCC2=CCCCC2)cc1
    .	.	0
CCN(CC)C(=O)CN(C#N)c1nc(OC)nc(N(C)C)n1
    0.29	-0.21	-39
Cc1cc(C(=O)O)c(C)n1-c1ccccc1
    0.47	0.45	-5
CCOc1cc(C(=S)N2CCOCC2)ccc1OS(=O)(=O)c1ccc(NC(C)=O)cc1
    0.22	-0.02	.
O=C(/C=C(\c1ccccc1)n1cncn1)c1ccccc1
    0.52	-0.17	0
Cc1cc(C)nc(SC2=CS(=O)(=O)c3ccccc32)n1
    -0.19	-1	6
Cc1ccc(-c2cc(C(=O)NCC3CCCO3)no2)cc1 (stereo not given)
    0.04	0.28	-9

6 successive compounds out of the list so far:
Each structure is followed by: sdo1 growth	sdo1 growth Rescue 24 h	INS promoter inh
COCc1cc(Sc2ccc(Br)cc2)nc(-c2ccccc2)n1
    -0.26	-0.7	-38
Cc1cccc(NC(=S)NC2CCCCCC2)c1C
    -0.77	-0.72	3
COc1ccc(CCN2C(=O)C3C4CC(C5C(C(N)=O)=NOC45)C3C2=O)cc1OC (stereo not given)
    0.3	-0.04	13
C=C(C)C(=O)Nc1nnc(-c2cccs2)s1
    0.45	0.46	45
Cc1ccc(S(=O)(=O)NC(CN2CCOCC2)=NCCNS(=O)(=O)c2ccccc2)cc1
    0.67	0.5	31
COC(=O)c1ccc2c(=O)n(CCCCCC(=O)O)c(=S)[nH]c2c1
    0.06	-0.78	36

Continued:
Each structure is followed by: sdo1 growth	sdo1 growth Rescue 24 h	INS promoter inh
CC(=O)N1N=C(c2ccccc2)OC12CCCC2
    .	.	-27
O=C1c2ccccc2C(=O)N1Cc1nc2ccccc2c(=O)n1CCN1CCOCC1
    .	.	66
O=C(N1CCOCC1)C(F)(F)C(=O)N1CCOCC1
    0.45	-0.15	7
N#CCCNC(=O)CCN1CCCCC1
    0.13	0.14	-50
Clc1ccccc1COc1ccccc1-c1nnco1
    -1.3	-0.79	3
O=C(CN1CCN(c2ccccc2O)CC1)NNC(=O)c1ccc(Cl)cc1
    -0.24	-1.1	.
CSc1ccc(NC(=O)N2CCN(c3nc4ccccc4s3)CC2)cc1
    -1.7	-1.2	-17
Cc1ccc(C(=O)COC(=O)c2ccccc2NC(=O)c2ccccc2)cc1[N+](=O)[O-]
    -0.22	0.08	-55
Cc1ccc2oc(=O)n(CC(=O)OC(C)C)c2c1
    0.65	0.12	25
O=C(OCc1cn(-c2ccc(Cl)c(Cl)c2)nn1)c1ccccc1
    0.02	0.9	3
CCC(=O)Nc1ccc(-c2nnc(SCC(=O)NCC3CCCO3)n2C)cc1 (stereo not given)
    1	0.8	.
O=C(COC(=O)COc1ccccc1[N+](=O)[O-])Nc1ccc(S(=O)(=O)N2CCCCC2)cc1
    0.56	-0.12	-3
Cc1ccc(C(=O)N/C(=C/c2ccccc2)C(=O)NC(Cc2ccccc2)C(=O)O)cc1 (stereo not given)
    -0.97	-1.3	26
CC(=O)C1C(c2ccccc2Cl)NC(=O)NC1(O)C(F)(F)F (stereo not given)
    1.2	3.1	.
Cc1c(Cl)cccc1-n1c(SCC(=O)NCc2ccccc2Cl)nnc1-c1ccncc1
    -0.87	-0.53	0
N#Cc1c(SCC(N)=O)nsc1SCc1ccccc1Cl
    -0.09	0.22	14
COc1ccc(S(=O)(=O)N(C)CC(=O)Nc2ccccc2SC)cc1
    -0.01	-0.29	-47
CN(C(=O)CSc1nnc(-c2ccco2)o1)C1CCCCC1
    0.26	1.1	-22
Cc1ccc(-c2[nH]n3c(=O)c4c(nc3c2C)CCCC4)cc1
    0.86	0.9	24
Cn1c(NC(=O)/C=C\c2ccccc2)cc(=O)n(C)c1=O
    .	.	18
C/C(=N\Nc1ccc(S(=O)(=O)Nc2ccc(Cl)cc2)cc1[N+](=O)[O-])c1ccc(N2CCOCC2)cc1
    -0.42	-0.2	20
NC(=O)C1(N2CCCCC2)CCN(CC(=O)Nc2ccccc2Sc2ccccc2)CC1
    -1.3	-0.92	.
C(=C\c1ccccc1)/C=N/Nc1nc2ccccc2s1
    -1.2	0.12	.
COc1ccc(-c2nnc(SCC(=O)NC3CCCCC3)o2)cc1OC
    -0.37	-1.3	.
COc1cccc(NC(=O)COc2nc3ccccc3nc2C)c1
    1.7	1.6	.
O=C(CN1CCSCC1)N1CCc2[nH]c3ccc(Br)cc3c2C1
    -0.2	0.17	-19
Cn1c(N2CCCC2)nc2c1c(=O)n(Cc1cccc(F)c1)c(=O)n2C
    -0.6	-0.27	41
COc1ccc(/C=N/NC(=O)CN2CCSCC2)cc1C
    0.68	0.77	-3
Cc1ccc(S(=O)(=O)/N=C(/Nc2ccccn2)c2ccc(Cl)cc2)cc1
    -1	-0.87	.
Cc1ccn2c(NC3CCCC3)c(-c3ccncc3)nc2c1
    .	.	-30
CC(=O)c1ccccc1OCCOCCOc1ccccc1C(C)=O
    -0.13	0.35	25
CC(C)(C)c1csc(SCC(=O)Nc2ccc(Cl)cn2)n1
    -1.1	-0.7	41
Cc1ccc(NC(=S)NN2CCOCC2)c(C)c1
    -0.09	-0.76	5
Cc1nn(-c2ccccc2)c(OC(=O)c2cccs2)c1S(=O)(=O)c1ccccc1
    -0.1	-1.1	-62
COCCn1c(SCC(=O)c2c(N)n(C)c(=O)n(C)c2=O)nc2ccccc21
    .	.	25
COC(=O)Nc1sccc1C(=O)Nc1sccc1C(=O)OC
    -1.2	0.41	17
COc1ccc2nc(NC(=O)c3cc(C)oc3C)sc2c1
    -0.51	0.56	-38
COC(=O)/C=C/CSC1=N/C(=C/c2ccc(-n3cncn3)cc2)C(=O)N1
    -0.03	-0.33	47
CCOC(CNC(=O)c1ccc2c(c1)ncn2-c1cccc(F)c1)OCC
    .	.	-13
CCN(c1ccccc1)S(=O)(=O)c1ccc(C(=O)Nc2nnc(C3CC3)o2)cc1
    .	.	78*
O=C(c1cccc2c1C(=O)N(Cc1cccnc1)C2)N1CCN(c2ccccc2)CC1
    0.58	-1.1	-494
FC(F)(F)c1cccc(-c2noc(CN3CCOCC3)n2)c1
    1	0.25	-30
CCOc1ccc(NS(=O)(=O)c2ccc(OCC(=O)NCCCOC)cc2)cc1
    1	0.53	-47
Cc1nnc(SCC(=O)Nc2ccccc2C(=O)NC2CC2)s1
    0.85	0.5	-13
CCCCNS(=O)(=O)c1ccc2nc(SCC(=O)c3ccccc3OC)[nH]c2c1
    -0.23	-0.8	41
COc1ccc(NC(=O)c2ccc(-c3ccccc3C(F)(F)F)o2)cc1
    -0.93	-1.3	5
CN(C)CCCNC(CC(=O)Nc1cccc([N+](=O)[O-])c1)C(=O)O (stereo not given)
    2.2	1.3	-25
O=C(NCc1cccnc1)c1ccc2c(c1)OCO2
    -0.43	-1.9	.
O=C(O)c1ccc(NC(=S)NC(NC(=O)c2ccco2)C(Cl)(Cl)Cl)cc1 (stereo not given)
    0.72	0.17	10
Cc1ccc(SCC(=O)Nc2ccc(N3CCN(C)CC3)c(F)c2)cc1
    -0.98	-1	-13
O=C(N/N=C/c1ccc(-c2cccc(C(F)(F)F)c2)o1)c1ccccc1O
    -1.4	-0.3	-12
CC(Sc1nnnn1-c1ccccc1)C(=O)Nc1ccccc1-c1ccccc1 (stereo not given)
    -0.78	-0.81	.
COC(=O)CNC(c1ccccc1)c1cc(C)ccc1NC(=O)CNC(=O)OCc1ccccc1 (stereo not given)
    -0.53	-0.04	-27
CCc1cc2c(NC(C(=O)O)C(C)C)ncnc2s1 (stereo not given)
    1.2	-0.22	5
COC(=O)CSc1ccsc1C(=O)O
    .	.	31
O=C(NCCN1CCOCC1)c1cc(-c2cccs2)on1
    -0.74	-0.52	6
CCOC(=O)c1sc2nc(SCC#N)n(CC3CCCO3)c(=O)c2c1C (stereo not given)
    -1.2	-0.11	-4
CCN(CC)c1ccc(/C=N/N2CCN(Cc3ccc(C)cc3)CC2)c(O)c1
    -0.84	-0.84	.
COc1cc(-c2nc(-c3ccccc3)c(-c3cc([N+](=O)[O-])ccc3C)[nH]2)cc(OC)c1OC
    -0.91	-0.12	-6
CN(C)c1nc(=S)nc(NCc2ccccc2)[nH]1
    .	.	31

In a second layout: entries from further up
> FC(F)(F)c1cccc(-c2noc(CN3CCOCC3)n2)c1
  sdo1 growth = 1
  sdo1 growth Rescue 24 h = 0.25
  INS promoter inh = -30

> CCOc1ccc(NS(=O)(=O)c2ccc(OCC(=O)NCCCOC)cc2)cc1
  sdo1 growth = 1
  sdo1 growth Rescue 24 h = 0.53
  INS promoter inh = -47

> Cc1nnc(SCC(=O)Nc2ccccc2C(=O)NC2CC2)s1
  sdo1 growth = 0.85
  sdo1 growth Rescue 24 h = 0.5
  INS promoter inh = -13

(listing goes on)
Each structure is followed by: sdo1 growth	sdo1 growth Rescue 24 h	INS promoter inh
CCCSc1nnc(CSc2ncccn2)n1C
    .	.	0
O=[N+]([O-])c1ccc(S(=O)(=O)Nc2ccc(-c3csc(-c4ccccc4)n3)cc2)cc1
    -1.7	-1.1	-84
CC1=CC(C)C2(CO)COC(c3cccnc3)C1C2C (stereo not given)
    0.18	0.03	27
COc1cc(C2C3=C(CC(C)(C)CC3=O)Nc3c2c(=O)[nH]c(=O)n3Cc2ccccc2)ccc1O (stereo not given)
    1.2	0.5	-217
COc1cc(/C=C2/C(=O)NN(c3cccc(F)c3)C2=O)ccc1OC(=O)c1ccco1
    -0.35	0.54	-35
COC(=O)C(Cc1ccc(OC(=O)c2ccc(C(F)(F)F)cc2)cc1)N1Cc2ccccc2C1=O (stereo not given)
    0.09	-0.93	-49
O=C(NCCC1=CCCCC1)C1CCCN(S(=O)(=O)c2cnc[nH]2)C1 (stereo not given)
    0.57	0.3	.
CCOc1ccc2c(c1)C(N(CCN1CCOCC1)C(=S)Nc1ccccc1OC)CC(C)(C)O2 (stereo not given)
    .	.	-80
O=C1/C(=C/Nc2cccc([N+](=O)[O-])c2)CCc2ccccc21
    -0.58	-0.07	-17
COc1cccc(NC(=S)N(CCN(C)C)C(C)c2cccnc2)c1 (stereo not given)
    .	.	18

Screening data (PubChem BioAssay)

Rows were taken by chance; overall some 0.94% were active at least once.
